# M1 ag parental: counter-screen for M1 agonists: effect in parental CHO-K1 cells; activation, % at 3 µM; AID 602248; Fluo-8 calcium fluorescence; scaled to maximal ATP response, vehicle zero; 360,000 compounds, 0.48% hits; in the data active means activation above about 15%;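 further: untransfected CHO-K1 host cells lacking M1 receptor as counterscreen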
# M1 ag: human M1 muscarinic receptor agonism | AID 588814 | CHO-K1 hM1, Fluo-8 calcium fluorescence, agonist mode; 0% DMSO, 100% acetylcholine EC100 | 360,000 compounds, 0.33% hits | P11229 | activation, % at 3 µM;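 active means activation above the run's mean compound activation plus 3 SD, cut at about 16% in these data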;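 further: peak over basal fluorescence ratio within a 140 s kinetic read after compound addition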
# Target sequence (P11229 whole entry, looked up): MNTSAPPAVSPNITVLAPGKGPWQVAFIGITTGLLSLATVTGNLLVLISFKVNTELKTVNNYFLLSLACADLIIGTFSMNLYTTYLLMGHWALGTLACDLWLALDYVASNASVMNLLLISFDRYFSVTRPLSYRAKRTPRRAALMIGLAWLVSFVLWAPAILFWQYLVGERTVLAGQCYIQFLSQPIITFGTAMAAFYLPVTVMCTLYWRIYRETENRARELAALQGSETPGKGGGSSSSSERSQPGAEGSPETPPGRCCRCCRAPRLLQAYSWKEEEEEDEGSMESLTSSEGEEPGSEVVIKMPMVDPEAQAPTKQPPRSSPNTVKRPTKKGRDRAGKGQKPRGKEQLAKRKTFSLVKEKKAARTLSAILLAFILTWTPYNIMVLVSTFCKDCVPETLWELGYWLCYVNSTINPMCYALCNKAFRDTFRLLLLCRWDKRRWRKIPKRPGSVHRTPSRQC
# TAAR1 antagonist: human TAAR1 antagonism; CHO RD-HGA16 TAAR1, Fluo-8 calcium fluorescence, antagonist; inhibition, % at 3 µM; 360,000 compounds, 1.5% hits; AID 624466;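 active means inhibition above a per-plate cutoff, the mean inhibition of test compounds on that plate plus 3 SD, cut at about 49% in these data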;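 further: 0% = DMSO plus EC80 beta-PEA response and 100% = DMSO alone without agonist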
# Target sequence (Q96RJ0 whole entry, looked up): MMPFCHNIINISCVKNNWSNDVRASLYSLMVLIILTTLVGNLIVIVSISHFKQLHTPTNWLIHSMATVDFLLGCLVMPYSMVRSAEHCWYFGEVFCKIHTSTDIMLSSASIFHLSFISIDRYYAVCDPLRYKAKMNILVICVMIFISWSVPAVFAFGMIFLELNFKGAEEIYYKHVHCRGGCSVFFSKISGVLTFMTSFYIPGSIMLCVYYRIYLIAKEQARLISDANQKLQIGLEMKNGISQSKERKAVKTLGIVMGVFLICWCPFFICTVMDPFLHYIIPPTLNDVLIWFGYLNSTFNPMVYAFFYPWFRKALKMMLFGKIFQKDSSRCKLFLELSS
#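 Test system – hTAAR1-expressing CHO RD-HGA16 cells, Gα16-coupled · Also added – β-PEA at EC80 concentration, post-compound challenge · Compound – 3 µM, single point · Incubation – dye loading 75 min at 37 °C, then 30 min room temperature · Measured by – Fluo-8 intracellular calcium dye fluorescence, real-time kinetic reads · Benchmarks – vehicle and agonist controls · Replicates – singlicate, one well per test compound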
# TAAR1 agonist: human TAAR1 agonism; activation, % at 3 µM; 360,000 compounds, 0.99% hits; CHO RD-HGA16 TAAR1, Fluo-8 calcium fluorescence; vehicle wells 0%, saturating PEA agonist 100%;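 active means activation above the mean activation of all test compounds in the run plus 3 SD, cut at about 38% in these data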
#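 System: CHO-derived RD-HGA16 cells with stable Gα16 and human TAAR1 / Times: 17-24 h plating, Fluo-8 75 min 37 °C, 30 min RT / Technique: calcium-sensitive Fluo-8 signal, excitation 470-495, emission 515-575 nm / Measure: % activation relative to PEA EC100 response / Benchmarks: DMSO and PEA EC100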
# CHO parental Ca: signal in parental CHO cells, OX1R antagonist counter-screen. parental CHO-K1, ATP-induced calcium, Fluo-8 fluorescence. inhibition, % at 5.6 µM. 330,000 compounds, 0.63% hits. AID 463079;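 active means inhibition above that plate's mean sample inhibition plus 3 SD, cut at about 26% in these data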;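 further: 0% = ATP-challenged DMSO wells and 100% = DMSO wells without ATP; some compounds past the cut are filed as inactive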
#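 Test system: untransfected parental CHO cell line. Compound: one dose, 5.6 µM nominal. Detection: intracellular calcium via Fluo-8 no-wash fluorescent dye. Measure: % inhibition. Benchmarks: ATP-challenged DMSO wells low, unchallenged DMSO wells high.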
# CHRM1 PAM: human CHRM1 positive allosteric modulation; P11229; CHO-K1 hM1, Fluo-8 calcium fluorescence, ACh EC20; 0% = ACh EC20, 100% = maximal ACh; activation, % at 3 µM; 360,000 compounds, 0.088% hits; AID 588819; in the data active means activation above about 19%, passing the limit was not always enough
# M1 PAM parental: M1 PAM counterscreen hit in parental CHO-K1 cells; ATP EC20, Fluo-8 calcium fluorescence; 0% at ATP EC20, 100% at ATP max; activation, % at 3 µM; 360,000 compounds, 0.02% hits; AID 602247;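 active means activation above the run cutoff, the mean activation of all test compounds plus 3 SD, cut at about 40% in these data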;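 further: peak over basal fluorescence ratio in a 140 s read after ATP addition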
# CHO-K1 Ca antag: M1 antagonist counterscreen hit in parental CHO-K1 cells | inhibition, % at 3 µM | 360,000 compounds, 0.6% hits | ATP-induced calcium, Fluo-8 fluorescence;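 active means inhibition above a per-plate cutoff, the plate's mean sample inhibition plus 3 SD, cut at about 24% in these data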;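 further: 0% = DMSO plus EC80 ATP and 100% = DMSO alone without ATP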
# M1 antag: blocks human M1 muscarinic receptor | AID 588852 | inhibition, % at 3 µM | P11229 | CHO-K1 hM1, Fluo-8 calcium fluorescence, ACh EC80 antagonist | 360,000 compounds, 1.3% hits;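 active means percent inhibition above its own plate's cutoff, namely the mean of that plate's compound wells plus 3 SD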;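 further: peak over basal fluorescence ratio during 140 s after agonist addition; 0% = ACh EC80 plus DMSO and 100% = DMSO alone without agonist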
# The depositor's hits bear a star; / = not tested or not shown.
1	O=C(c1cc(Sc2ccc(Cl)cc2)nc2ccccc12)N1CCN(c2ccccn2)CC1
2	NC(=O)COC(=O)c1cc(Cl)cc(Cl)c1N
3	CCOc1ccc(NC(=O)COC(=O)Cn2cnc3ccccc32)cc1
4	CN(Cc1nc(-c2ccncc2)no1)S(=O)(=O)c1ccccc1
5	CC(=O)COC(=O)c1cc(-c2ccc(C)cc2)nc2ccccc12
6	CC(C)(C)C(=O)Nc1ccc(NC(=O)C(C)(C)C)cc1
7	CCCc1nc(SCC(=O)Nc2ccccc2)c2c(=O)n(C)c(=O)n(C)c2n1
8	COc1ccc(S(=O)(=O)NCc2cccnc2)cc1NC(=O)c1ccccc1
assay / entry	1	2	3	4	5	6	7	8
M1 ag parental	3.9	1.3	0.3	1.0	-0.1	0.0	0.5	0.6
M1 ag	-7	-7	-3	0	-5	-2	-2	-6
TAAR1 antagonist	16	-16	-4	4	4	2	-6	-5
TAAR1 agonist	3	3	2	5	6	1	1	-1
CHO parental Ca	-16	-14	-5	-5	-35	-5	-13	-6
CHRM1 PAM	-7	10	3	-7	6	8	1	10
M1 PAM parental	-8	19	-8	-5	-8	-13	16	22
CHO-K1 Ca antag	-12	-9	5	-1	11	4	-13	-19
M1 antag	12	-6	1	-7	0	-34	-2	-9

# Random excerpt: six records from the list, in no set order.
4	CN(Cc1nc(-c2ccncc2)no1)S(=O)(=O)c1ccccc1
5	CC(=O)COC(=O)c1cc(-c2ccc(C)cc2)nc2ccccc12
8	COc1ccc(S(=O)(=O)NCc2cccnc2)cc1NC(=O)c1ccccc1
6	CC(C)(C)C(=O)Nc1ccc(NC(=O)C(C)(C)C)cc1
7	CCCc1nc(SCC(=O)Nc2ccccc2)c2c(=O)n(C)c(=O)n(C)c2n1
3	CCOc1ccc(NC(=O)COC(=O)Cn2cnc3ccccc32)cc1
assay / entry	4	5	8	6	7	3
M1 ag parental	1.0	-0.1	0.6	0.0	0.5	0.3
M1 ag	0	-5	-6	-2	-2	-3
TAAR1 antagonist	4	4	-5	2	-6	-4
TAAR1 agonist	5	6	-1	1	1	2
CHO parental Ca	-5	-35	-6	-5	-13	-5
CHRM1 PAM	-7	6	10	8	1	3
M1 PAM parental	-5	-8	22	-13	16	-8
CHO-K1 Ca antag	-1	11	-19	4	-13	5
M1 antag	-7	0	-9	-34	-2	1

# Further entries follow.
9	Cc1cc(NCCCn2ccnc2)n2nc(C)c(-c3ccccc3)c2n1
10	O=C(CN(c1ccccc1)S(=O)(=O)c1ccccc1)N1CCN(Cc2ccc3c(c2)OCO3)CC1
11	Cc1cccc(C(=O)NCCC(=O)NCc2ccccc2Cl)c1
12	CC(=O)Oc1ccc(-c2csc(Nc3cccc(C)n3)n2)cc1
13	O=C(NCc1ccccc1Cl)C(=O)NCC1OCCCN1S(=O)(=O)c1cccs1 (stereo unspecified)
14	Cc1ccc2cc(CN(CC3CCCO3)C(=O)c3cccs3)c(=O)[nH]c2c1 (stereo unspecified)
15	Cn1cnnc1SCC(=O)Nc1nc(-c2ccc(F)cc2)cs1
16	COCCNC(=O)C1(C)CCCN(C(=O)c2ccccc2C(F)(F)F)C1 (stereo unspecified)
assay / entry	9	10	11	12	13	14	15	16
M1 ag parental	0.2	1.2	-0.1	1.2	2.7	0.2	5.8	0.8
M1 ag	-9	-3	-6	1	-2	-1	-3	1
TAAR1 antagonist	-19	-3	3	-18	-16	-20	-19	-18
TAAR1 agonist	8	12	-1	1	4	3	7	0
CHO parental Ca	-13	-24	-24	-27	-9	-17	-4	/
CHRM1 PAM	1	-14	2	3	11	7	-3	10
M1 PAM parental	22	20	-8	21	13	17	-11	19
CHO-K1 Ca antag	-11	-13	1	-20	-7	-5	-5	-7
M1 antag	-6	26	2	-10	-6	-7	14	-8

17	CSc1nc(-c2cccs2)c(C#N)c(=O)[nH]1
18	Cc1ccc([C@@H]2CC(=O)[C@@H]3CN(S(=O)(=O)c4ccc(C)cc4)[C@H](c4ccccc4)C[C@@H]3N2S(=O)(=O)c2ccc(Cl)cc2)cc1
19	Cc1c(NC(=O)COC(=O)c2c3c(nc4ccccc24)CCCC3)c(=O)n(-c2ccccc2)n1C
20	O=C(COc1cccc(Br)c1)N/N=C1\CCCc2ccccc21
21	COc1ccc(-c2cc(C(=O)OCC(=O)NC3CC3)c3ccccc3n2)cc1
22	COc1cccc(C(NC(C)=O)c2nc(/C=C/c3ccccc3)cs2)c1 (stereo unspecified)
23	O=C1N(Nc2ccccc2)C(c2ccc(Br)cc2)C12CCCCC2 (stereo unspecified)
24	Cc1c(-c2ccccc2)c(=O)oc2ccc(O)cc12
assay / entry	17	18	19	20	21	22	23	24
M1 ag parental	0.5	0.4	-0.3	-0.2	1.0	0.9	-0.1	0.5
M1 ag	-3	-2	-14	-3	-2	0	-5	-3
TAAR1 antagonist	0	1	6	-3	-11	-16	9	-15
TAAR1 agonist	11	1	2	0	19	4	7	-3
CHO parental Ca	-19	/	-11	-5	-12	/	-4	-10
CHRM1 PAM	9	1	-5	-2	2	14	-3	9
M1 PAM parental	20	2	-7	-3	8	7	-3	4
CHO-K1 Ca antag	-8	-2	3	-6	-20	-9	15	-9
M1 antag	-16	-5	-2	-10	-8	-18	7	-10

25	O=S(=O)(NC1CCCCC1Oc1ccccc1)c1ccccc1 (stereo unspecified)
26	COc1ccc2cc(C(=O)C3CCCN(C(=O)c4cccnc4)C3)ccc2c1 (stereo unspecified)
27	COc1cccc(/C=C/C(=O)NNC(=O)c2cc(C)oc2C)c1
28	COc1ccc(/C=C/C(=O)NC(C)C)cc1Br
29	CCOc1cc2[nH]c(=S)n(CCOC)c(=O)c2cc1OCC
30	CCCS(=O)(=O)c1cn2cccc(N)c2c1S(=O)(=O)CCC
31	COCCN1C(=O)N[C@@H](CCc2ccccc2)[C@H](C(=O)OC)[C@H]1C
32	Cc1cccc2sc(NNC(=O)c3ccc(S(=O)(=O)N4CC(C)CC(C)C4)cc3)nc12 (stereo unspecified)
assay / entry	25	26	27	28	29	30	31	32
M1 ag parental	0.4	8.2	0.8	0.2	0.9	0.5	0.3	0.8
M1 ag	-8	-2	-4	-5	-3	-1	-4	2
TAAR1 antagonist	-9	-39	-23	-11	5	6	15	14
TAAR1 agonist	-1	1	1	4	5	1	9	2
CHO parental Ca	-18	-13	-11	3	-13	-3	-7	1
CHRM1 PAM	7	5	3	11	0	7	10	9
M1 PAM parental	10	6	10	2	15	8	8	1
CHO-K1 Ca antag	-15	-11	-7	-21	-12	-4	-18	0
M1 antag	-10	-12	-3	-16	-1	-28	-10	-13

33	COc1ccc(-c2noc(CSc3ccc(C)cc3)n2)cc1
34	COc1ccc(C)cc1Nc1n[n+](-c2ccccc2)c(-c2c(OC)ccc3ccccc23)s1
35	O=C(Cn1nc(-c2ccccc2)ccc1=O)Nc1ccc(N2CCN(C(=O)c3cccs3)CC2)cc1
36	CC1S/C(=N/N=C/c2ccco2)NC1=O (stereo unspecified)
37	COCC(=O)N(C)[C@H]1C[C@H]2c3cc(N4CCN(C)CC4)ccc3CCN2C(=O)[C@H]1[C@H](C)O
38	COc1ccc(S(=O)(=O)N2CCC3(CC2)OCCN3S(=O)(=O)c2ccc(OC)cc2)cc1
39	N#Cc1ccccc1S(=O)(=O)N1CCN(C(=O)c2cccc(S(=O)(=O)N3CCCC3)c2)CC1
40	COc1ccc(-c2cc(C3CCN(C(=O)OC(C)(C)C)CC3)[nH]n2)cc1
assay / entry	33	34	35	36	37	38	39	40
M1 ag parental	0.5	16*	0.5	-0.1	0.8	2.1	6.3	9.2
M1 ag	-5	-2	-4	3	-2	2	-6	1
TAAR1 antagonist	29	13	7	8	-6	15	7	-23
TAAR1 agonist	10	31	2	11	3	1	6	6
CHO parental Ca	-5	6	-20	-4	/	-6	/	-24
CHRM1 PAM	-2	-18	3	7	13	5	5	2
M1 PAM parental	5	1	8	-9	14	3	14	-11
CHO-K1 Ca antag	-16	16	-10	13	-15	14	-10	-13
M1 antag	-10	31*	-3	-29	-16	-5	-3	0

41	Clc1ccc(-n2ncc3c(NCc4ccco4)ncnc32)cc1
42	CC(C)(O)C#Cc1ncc(C(F)(F)F)cc1Cl
43	COc1cc2c(cc1O)C(Cc1ccc(O)cc1)NCC2 (stereo unspecified)
44	Cc1cccc(NC(=O)c2cc3cc([N+](=O)[O-])ccc3s2)n1
45	C[C@H]1CN([C@@H](C)CO)C(=O)CCCn2cc(nn2)CO[C@@H]1CN(C)S(=O)(=O)c1ccc(Oc2ccccc2)cc1
46	C/C=C/c1cccc(-c2nc(C(=O)N3CCOCC3)cc3c2[C@H](CCO)N(C(=O)NC(C)C)C3)c1
47	Cc1noc(C(=O)NCc2cccnc2)c1Cl
48	Cc1nc2c(N)nn(C)c2nc1C
assay / entry	41	42	43	44	45	46	47	48
M1 ag parental	0.3	0.9	0.5	2.4	0.3	0.1	0.2	-0.1
M1 ag	-4	-4	-8	-2	-7	/	-3	5
TAAR1 antagonist	-10	-21	-11	-14	-16	-17	-3	-1
TAAR1 agonist	6	-1	8	1	-1	0	1	0
CHO parental Ca	-20	-9	-7	8	/	/	2	/
CHRM1 PAM	0	9	2	6	10	/	1	19
M1 PAM parental	14	18	30	7	23	17	6	-11
CHO-K1 Ca antag	1	-13	-17	-6	-8	-20	-2	-4
M1 antag	4	-6	-11	7	-21	/	-3	-8

49	O=C1N=C(N2CCN(c3cccc4ccccc34)CC2)S/C1=C/c1cccs1
50	Cc1sc2ncnc(SCC(=O)NCC(C)C)c2c1C
51	CCOC(=O)Nc1ccc(Cc2ccncc2)cc1
52	O=C(/C=C/c1ccc2ccccc2n1)N1CCN(c2ccccc2)CC1
53	COc1cc(CNCc2c[nH]c3ccccc23)cc(OC)c1
54	CCC(C)NC(=O)C(=O)NCc1ccccn1 (stereo unspecified)
55	S=C(c1nc2ccccc2[nH]1)N1CCOCC1
56	Cc1cccc(NC(=O)CC2(CC(=O)O)CCCC2)c1
assay / entry	49	50	51	52	53	54	55	56
M1 ag parental	0.5	-0.1	10	0.9	9.2	0.5	0.9	4.8
M1 ag	-3	-3	-4	-9	-2	-4	-3	-2
TAAR1 antagonist	-5	-4	-2	-2	0	3	-17	5
TAAR1 agonist	0	8	1	8	9	2	3	0
CHO parental Ca	-26	-17	7	1	-5	7	15	3
CHRM1 PAM	5	0	-9	7	5	13	8	-6
M1 PAM parental	36	3	17	-1	18	-1	26	-1
CHO-K1 Ca antag	-18	2	-6	-4	-8	11	-9	-7
M1 antag	0	-3	16	0	3	-3	-15	3

# High-throughput results from PubChem.
